# mIAP inh: blocks mouse intestinal alkaline phosphatase | purified mouse IAP, CDP-Star luminescence, 30 min | inhibition, % at 10 µM | actives 0.2% (n = 330,000) | AID 2806;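 active = inhibition of at least 40% at 10 µM in the primary screen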;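 also: plate controls were DMSO with enzyme for no effect and no enzyme wells for full effect; values of inactives mirror those of a sister screen read the other way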
# APOBEC3A inh: human APOBEC3A DNA deaminase inhibition; P31941; recombinant A3A, FAM/TAMRA ssDNA deamination fluorescence; inhibition, % at 20 µM; actives 0.41% (n = 330,000);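 active = at least 40% inhibition at 20 µM here, with at most 30% in a related deaminase screen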;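 also: plate controls were A3A with DMSO for no effect and wells lacking A3A enzyme for full effect; some results filed as inactive read as strong as hits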
# hIAP block: blocks human intestinal alkaline phosphatase | actives 0.12% (n = 330,000) | AID 2544 | inhibition, % at 10 µM | P09923 | purified IAP, CDP-Star luminescence, 30 min;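 active = inhibition reaching a set limit with compound at 10 µM in the primary screen, cut at about 35% in these data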;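 also: plate controls were DMSO wells with enzyme for no effect and no-enzyme buffer wells for full effect; values of inactives mirror those of a sister screen read the other way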
# Target sequence (P09923 whole entry, looked up): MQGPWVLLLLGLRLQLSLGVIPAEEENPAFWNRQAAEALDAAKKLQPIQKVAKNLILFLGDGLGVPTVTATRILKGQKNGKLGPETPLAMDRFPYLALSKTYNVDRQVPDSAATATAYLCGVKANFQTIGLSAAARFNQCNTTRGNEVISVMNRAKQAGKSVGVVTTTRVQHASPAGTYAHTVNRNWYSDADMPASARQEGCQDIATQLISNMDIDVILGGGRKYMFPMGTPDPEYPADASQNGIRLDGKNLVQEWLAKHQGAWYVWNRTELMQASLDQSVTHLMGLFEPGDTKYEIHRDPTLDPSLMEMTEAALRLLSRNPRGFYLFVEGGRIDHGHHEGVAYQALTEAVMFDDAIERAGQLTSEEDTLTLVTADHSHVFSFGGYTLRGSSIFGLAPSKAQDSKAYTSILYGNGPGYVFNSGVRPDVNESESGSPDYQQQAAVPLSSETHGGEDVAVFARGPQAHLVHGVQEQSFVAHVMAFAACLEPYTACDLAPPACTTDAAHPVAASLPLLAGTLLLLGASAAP
# mIAP activ: increases mouse intestinal alkaline phosphatase activity; muIAP, CDP-Star luminescence, 30 min; hits give high values; 1 = vehicle-only enzyme signal, 0 = enzyme-free wells; activation factor at 10 µM; actives 0.24% (n = 330,000); AID 2805;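 active = activation factor of at least 2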; also: the source names both 10 and 20 µM as test concentration; values of inactives mirror those of a sister screen read the other way
#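 System: Mouse IAP enzyme | Also added: CDP-Star substrate | Dosing: Compounds dispensed in DMSO | Schedule: 30 min enzyme-substrate-compound incubation at room temperature | Technique: Chemiluminescence readout | Control set: DMSO-only wells and no-enzyme negative control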
# beta cell repl: inducers of beta-cell replication in MIN6 cells; MIN6 cells proliferation, ATPlite luminescence, 48 h; cells starved in 0.2% serum; 100% = growth in 10% serum; proliferation, % at 10 µM; actives 0.29% (n = 330,000); AID 2380;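 active = compounds whose signal lies at least 3.5 SD above the mean of all wells on their plate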;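 also: 0% = DMSO-treated cells in low-serum medium and 100% = 10% serum control; some compounds called inactive have numbers as strong as hits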
# tim10-1 inh: tim10-1 yeast growth inhibition; S. cerevisiae tim10-1 ts strain growth, BacTiter-Glo, 24 h; inhibition, % at 20 µM; actives 2.2% (n = 330,000);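 active = inhibition of at least 40%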;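 also: mutant grown at 25 °C; 0% = DMSO wells with yeast and 100% = wells holding no yeast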
# TIM10 inh: growth inhibitors of TIM10 yeast strain | S. cerevisiae TIM10 strain growth, BacTiter-Glo luminescence, 24 h | inhibition, % at 10 µM | actives 1.4% (n = 330,000);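 active = inhibition of 40% or more at the single tested concentration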;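 also: wild-type TIM10 isogenic control strain grown at permissive 25 °C; 0% = DMSO yeast wells and 100% = minimal medium wells without yeast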
# NALP3 yeast inh: inhibitors of NALP3 inflammasome in yeast; AID 2825; inhibition, % at 10 µM; Yeast reconstituted NLRP3/ASC/caspase-1, beta-gal luminescence, 24 h; actives 0.39% (n = 330,000);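 active = inhibition of 50% or more; inactive = inhibition below 50%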;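 also: plate controls were induced DMSO wells for no effect and uninduced yeast grown without galactose for full effect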
# A3G deaminase: blocks human APOBEC3G single-stranded DNA deamination; Q9HC16; recombinant A3G, ssDNA deamination FAM/TAMRA fluorescence; inhibition, % at 20 µM; actives 0.28% (n = 330,000); AID 493012;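 active = inhibition of at least 40% at 20 µM, with no more than 30% in the related APOBEC3A deaminase screen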;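 also: plate controls were DMSO wells with A3G for no effect and wells lacking A3G enzyme for full effect; some compounds called inactive have numbers as strong as hits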
# Target sequence (Q9HC16 whole entry, looked up): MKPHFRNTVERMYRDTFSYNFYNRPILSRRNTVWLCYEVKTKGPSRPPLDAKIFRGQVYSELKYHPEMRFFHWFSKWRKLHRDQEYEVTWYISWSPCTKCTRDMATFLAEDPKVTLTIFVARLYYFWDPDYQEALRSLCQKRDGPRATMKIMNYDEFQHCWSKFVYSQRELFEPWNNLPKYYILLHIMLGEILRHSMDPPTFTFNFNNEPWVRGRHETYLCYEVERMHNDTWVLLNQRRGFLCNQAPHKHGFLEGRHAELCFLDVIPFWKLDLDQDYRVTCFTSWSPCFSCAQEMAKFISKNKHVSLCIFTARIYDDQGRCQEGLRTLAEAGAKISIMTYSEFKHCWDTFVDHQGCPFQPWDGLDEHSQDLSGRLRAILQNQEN
# Starred values were filed as active, the others as inactive.
entry	Molecule	mIAP inh	APOBEC3A inh	hIAP block	mIAP activ	beta cell repl	tim10-1 inh	TIM10 inh	NALP3 yeast inh	A3G deaminase
1	O=C(c1cccc(S(=O)(=O)Nc2ccc(F)cc2)c1)N1CCCC1	3	-3	24	0.97	-2	-16	4	21	-8
2	COc1ccc(-c2cn3ccccc3n2)cc1OC	1	-7	-9	0.99	-3	17	8	-1	-7
3	O=C(Nc1ccc(-n2cccn2)cc1)C1CCCCN1Cc1cccc2cccnc12 (stereo not drawn)	4	-4	8	0.96	3	37	11	2	-6
4	Cc1ccnc(NC(=O)CCC(=O)c2cccs2)c1	9	5	-2	0.91	-7	14	5	22	-8
5	C=CCNC(=O)CN1CCC(O)(c2ccc(F)cc2)CC1	-3	-1	9	1	0	-8	-1	-2	1
6	Cc1ccc(S(=O)(=O)NCc2ccc(C(=O)NCCN(Cc3ccccc3)C(C)C)cc2)cc1	-26	-2	-3	1.3	-5	28	3	23	-2
7	COC(=O)[C@]1(CC(C)C)N[C@H](c2ccc(SC3CCCCC3)cc2)[C@@H]2C(=O)N(C)C(=O)[C@@H]21	2	-2	13	0.98	-6	17	2	18	-5
8	O=P(COCCO)(c1ccccc1)c1ccccc1	3	3	18	0.97	0	3	-9	15	-4
9	Cc1cccc(CCN2C(N(C)C)=NC[C@@H]2C)c1	2	-1	2	0.98	3	-3	6	16	18
10	O=[N+]([O-])c1ccc(Sc2n[nH]c(-c3ccncc3)n2)nc1	-7	15	-17	1.1	-3	-3	-5	-6	2
11	Cc1ccc(C(=O)CN2C(=O)NC3(CCOc4ccccc43)C2=O)s1 (stereo not drawn)	-5	2	-7	1.1	-1	-4	-11	9	-6
12	CCN(C(=O)COC(=O)C1CCN(S(=O)(=O)c2ccc(C)c(C)c2)CC1)C1CCS(=O)(=O)C1 (stereo not drawn)	0	4	-2	1	-2	-3	1	17	5
13	CCCS(=O)(=O)N1CCc2ccc(NC(=O)C3CCCO3)cc2C1 (stereo not drawn)	-2	-1	2	1	2	9	5	13	-8
14	COc1cccc(/C=C/C(=O)OCC(=O)NCCC2=CCCCC2)c1OC	1	1	-10	0.99	0	-1	-1	24	-4
15	O=C(CNC(=O)c1cccs1)N/N=C/c1ccccc1[N+](=O)[O-]	0	-3	10	0.99	-2	-6	-1	9	-7
16	O=C(CN1CCCCCC1)Nc1cccc2c1OCO2	-4	-5	-15	1	1	1	7	-6	-8
17	COc1ccc(C(=O)Nc2ccc(S(=O)(=O)N3CCCCC3)cc2)cc1OC	-4	1	6	1	1	49*	60*	6	0
18	COc1ccc(NC(=O)COc2ccc3oc(=O)cc(C)c3c2)cc1	2	1	-6	0.98	-1	-3	-1	13	12
19	COc1ccc(/C=N/NC(=O)CSCC(=O)Nc2ccccc2)cc1OC	4	1	8	0.96	0	5	-13	2	-6
20	Cc1cc(NS(=O)(=O)c2ccc(N)cc2)no1	-1	-4	-11	1	-1	-1	0	-4	-3
21	CCCCNC(=O)c1onc(CSc2ccncc2)c1C(=O)NCCCC	0	-3	3	1	6	22	9	20	-12
22	Cc1ccc(C)n1C1CCS(=O)(=O)C1 (stereo not drawn)	-10	-7	-26	1.1	-1	11	-1	19	-7
23	COCCOC(=O)/C(=C\c1cc(C(C)(C)C)c(O)c(C(C)(C)C)c1)C(C)=O	22	0	18	0.78	-5	36	33	5	-7
24	O=C(CCN1C(=O)c2ccccc2S1(=O)=O)Nc1ccccc1	-1	3	-4	1	0	19	8	0	0
25	COc1ccc2c(c1)[nH]c1c(=O)n(/N=C/C3C(C)C=C(C)CC3C)c(=O)[nH]c12 (stereo not drawn)	6	-5	4	0.94	-6	8	15	-9	-5
26	COc1ccc2cc(S(=O)(=O)c3ccccc3)c(=O)oc2c1	-18	-1	-15	1.2	-1	-2	-26	13	-2
27	COc1cc(C2NC(=O)NC3=C2C(=O)OC3)cc(OC)c1OC (stereo not drawn)	-13	-8	-14	1.1	-1	-5	5	-21	-7
28	CN(C)/C=C1\C(=O)N(C)N=C1C(F)(F)F	-2	-2	16	1	-1	5	-3	10	-6
29	O=c1cc(C(F)(F)F)nc(SC/C=C/c2ccccc2)[nH]1	12	0	0	0.88	-1	27	20	23	4
30	Cc1ccc2nc(-c3ccc(NC(=O)CN4CCN(c5ccccn5)CC4)cc3)sc2c1	5	2	-6	0.95	-2	0	-7	4	-4
31	COc1ccc(NC(=O)Nc2nnc(Cc3ccc(OC)c(OC)c3)s2)cc1	5	-7	-16	0.95	-4	15	4	12	1
32	Cc1nn(-c2ccccc2)c(N2CCCC2)c1/C=C1\N=C(c2ccccc2)OC1=O	15	0	5	0.85	-3	31	17	21	-5
33	O=C(CCCC(=O)OCC(Cl)=C(Cl)Cl)Nc1cccc2ccccc12	-7	2	7	1.1	0	25	15	11	-2
34	COc1ccc(CCC(=O)Nc2cccc(S(=O)(=O)N(C)C)c2)cc1OC	-6	-1	-8	1.1	-5	-1	-6	-8	-6
35	CC(=O)NCC(=O)OCC(=O)c1ccc(Cl)cc1	2	-6	-14	0.98	-2	-6	-12	12	-6
36	CN(C)/C=N/c1nc2ncc(-c3ccc(Cl)cc3)c(/N=C/N(C)C)n2n1	-1	-3	0	1	1	-4	9	9	-5
37	CCN(CC)CCCNC(=O)c1cc2c(Cl)nc3ccccc3c2s1	8	2	7	0.92	-6	20	-2	30	0
38	CCCCN(C)CCCNC(=O)CN1C(=O)COc2ccc(S(=O)(=O)N3CCOCC3)cc21	-7	-2	-23	1.1	3	-12	-8	2	-5
39	CCOC(=O)CSc1nc(C)cc2c1C(=O)OC2	6	0	-26	0.94	-5	1	-15	-5	-5
40	CCCc1cc(C(=O)Nc2ccc(C(=O)OC)cc2)cs1	-1	0	8	1	1	-12	-4	1	-8
41	N#Cc1c(NC(=O)CSCC(=O)O)sc2c1CCCC2	-8	0	5	1.1	-2	18	8	1	2
42	Cc1cc(C)n2nc(Nc3ccccc3)cc2n1	6	-1	9	0.94	-1	10	5	32	-4
43	CCC1(c2ccccc2)NC(=O)N(CC(=O)Nc2ccc(S(=O)(=O)N3CC(C)CC(C)C3)cc2)C1=O (stereo not drawn)	-32	2	-8	1.3	-6	5	17	23	-4
44	O=C(O)COc1ccc2c3c(c(=O)oc2c1)CCCC3	-2	0	0	1	-2	-16	-7	-1	-1
45	Cn1c(N)c(C(=O)COC(=O)/C=C/c2ccc(S(=O)(=O)N3CCOCC3)cc2)c(=O)n(C)c1=O	2	5	0	0.98	-1	-1	-12	5	-2
46	Oc1ccc(-c2cn3ccccc3n2)cc1O	3	-4	49*	0.97	-3	-15	8	-3	-11
47	O=C1CC(NCCc2ccccc2)C(=O)N1CCc1ccccc1 (stereo not drawn)	-7	3	8	1.1	-2	16	0	9	3
48	COc1ccc(C(=O)COc2ccc(F)cc2)c(O)c1	3	-1	-11	0.97	-2	-12	-28	31	2
49	CSc1cccc(NC(=O)C2CCCN(S(=O)(=O)c3ccc(F)cc3)C2)c1 (stereo not drawn)	-35	-2	-15	1.4	-2	34	16	15	-4
50	COC(=O)CSc1[nH]c2cc(C)ccc2c1[N+](=O)[O-]	2	-5	3	0.98	1	7	9	-7	-11

# hIAP block: entries above that show a hit
nr | canonical_smiles | mIAP inh | APOBEC3A inh | hIAP block | mIAP activ | NALP3 yeast inh | A3G deaminase
46 | Oc1ccc(-c2cn3ccccc3n2)cc1O | 3 | -4 | 49* | 0.97 | -3 | -11

# Other entries.
entry	Molecule	mIAP inh	APOBEC3A inh	hIAP block	mIAP activ	beta cell repl	tim10-1 inh	TIM10 inh	NALP3 yeast inh	A3G deaminase
51	O=Cc1sc(Nc2ccccc2)nc1Cl	-2	1	2	1	-2	-23	24	10	7
52	Cc1ccccc1-n1c(SCC(=O)N/N=C/c2ccccc2OCC(=O)O)nc2ccccc2c1=O	4	3	6	0.96	3	8	7	-8	1
53	CCOC(=O)c1[nH]nc2c1C(=O)N(CC)C2=O	2	-5	-5	0.98	0	13	10	17	-7
54	O=C(NCCCN1CCOCC1)c1sc2cc(Cl)ccc2c1Cl	-10	0	2	1.1	0	-84	-30	30	-8
55	CCOC(=O)c1[nH]c(C)c(C(=O)OCc2ccccc2F)c1C	-3	0	9	1	-2	5	4	14	6
56	Cc1ccc(N2NC(=O)/C(=C/c3ccc(-c4ccc(Cl)c(C(=O)O)c4)o3)C2=O)cc1C	9	7	33	0.91	-3	-42	-90	7	1
57	Cc1ccc(S(=O)(=O)N2CCCC(c3nc4c(nnn4Cc4ccc5c(c4)OCCO5)c(=O)[nH]3)C2)cc1 (stereo not drawn)	13	-6	11	0.87	-3	-15	0	-11	-1
58	Cc1ccccc1NCC(=O)N/N=C/c1ccc([N+](=O)[O-])cc1	1	19	13	0.99	-2	22	19	16	-1
59	C/C=C(/C)C(=O)OC1CC(C)(C)C[C@H]2C3=CC[C@@H]4[C@@]5(C)CCC(O[C@@H]6O[C@@H](C(=O)O)[C@@H](O)C(O[C@@H]7OC[C@H](O)[C@@H](O)[C@@H]7O[C@@H]7OC(CO)C(O)[C@@H](O)[C@@H]7O)C6O[C@@H]6OC(CO)C(O)C(O)C6O)[C@@](C)(CO)[C@@H]5CC[C@]4(C)[C@]3(C)CC(O)[C@@]12CO (stereo partly drawn)	16	-3	2	0.84	-4	18	-6	-7	-3
60	O=C(CSc1nnc(COc2ccccc2)o1)NCCc1ccccc1	6	-3	11	0.94	1	27	7	6	-5
61	CC1(C)C(=O)OC(c2cccc([N+](=O)[O-])c2)C2(CCCCC2)C1=O (stereo not drawn)	3	-1	-8	0.97	1	25	21	6	-5
62	O=C(CSc1nc(=O)n2ccccc2n1)NCc1ccc(F)cc1	7	-1	9	0.93	3	31	-6	13	-5
63	Brc1ccc(N/N=C(/N=Nc2nn[nH]n2)c2ccccc2)cc1	14	2	-3	0.86	-7	7	-31	35	2
64	CCn1ccc2c(OCC(=O)NCCc3ccc(OC)c(OC)c3)cccc2c1=O	7	-4	19	0.93	5	6	-5	0	-12
65	Cc1ccc(-c2ccc(=O)n(CCC(=O)N3CCN(Cc4ccccc4)CC3)n2)cc1	2	-2	-2	0.98	-3	21	-14	18	-6
66	CCC(=O)NC(=S)Nc1ccc(NC(=O)c2ccc(C)c([N+](=O)[O-])c2)cc1	4	-6	-12	0.96	-1	25	0	8	-8
67	CCOc1ccccc1NC(=O)CSc1nc2cccnc2n1C	-4	-4	15	1	-3	31	3	8	-7
68	COC(=O)c1cc2cc(NS(=O)(=O)c3ccc(C)cc3)ccc2s1	1	-4	12	0.99	-4	-2	22	40	-3
69	O=C1CN(C(=O)COC(=O)c2ccc(Cl)c(S(=O)(=O)N3CCCCC3)c2)c2ccccc2N1	2	1	3	0.98	2	-6	7	9	-2
70	CC(C)(C)NCCOc1ccc(Br)cc1	9	-3	6	0.91	6	-7	0	0	-6
71	COc1ccc(CCNC(=O)C(C)Sc2ccc(C)cc2)cc1OC (stereo not drawn)	5	86*	2	0.95	0	16	9	14	-7
72	O=C(NCCN1C(=O)C2C3C=CC(C3)C2C1=O)Nc1ccccn1 (stereo not drawn)	-3	1	-28	1	-2	13	8	-2	-6
73	Cc1ccc(S(=O)(=O)N2CCN(C(=O)C(C)Cn3nc(C)c(C)c3C)CC2)cc1 (stereo not drawn)	-1	0	10	1	0	14	7	9	-6
74	O=C(CN1CCC(n2nnc3cc(F)ccc32)CC1)Nc1ccc2c(c1)CCC2	-6	-3	-10	1.1	-4	47*	14	17	-2
